SNCA viab count: cell viability loss counter-screen; HEK-293-SNCA-luc viability, GF-AFC fluorescence, 24 h; Potency, µM (series often up to 57.1 µM), for the others: top-dose activity change, negative = cytotoxicity, actives largely listed as cytotoxic; 150,000 compounds, 0.12% hits; AID 1671193;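 also: potency is read from the fitted curve at half-maximal effect; 0% = DMSO-treated cells and -100% = medium-only wells without cells; nearly all actives have a fitted effect of over 30% in size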
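HEK-293-SNCA-luc cells (1500/well) plated 24 h, then exposed 24 h to a dilution series; GF-AFC added 30 min at 37C, fluorescence 405/540 nm; normalised to medium-only and DMSO wells, Hill fit.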
FLuc inh: blocks purified firefly luciferase enzyme activity; P08659; purified P. pyralis luciferase, luminescence, biochemical; Potency, µM (top dose mostly 115 µM), for the others: top-dose activity change, negative = inhibition, actives largely listed as inhibitors; 76,000 compounds, 2.5% hits; also: potency is read from the fitted curve at half-maximal effect; nearly all actives have a fitted effect of over 65% in size
Target sequence (P08659 whole entry, looked up): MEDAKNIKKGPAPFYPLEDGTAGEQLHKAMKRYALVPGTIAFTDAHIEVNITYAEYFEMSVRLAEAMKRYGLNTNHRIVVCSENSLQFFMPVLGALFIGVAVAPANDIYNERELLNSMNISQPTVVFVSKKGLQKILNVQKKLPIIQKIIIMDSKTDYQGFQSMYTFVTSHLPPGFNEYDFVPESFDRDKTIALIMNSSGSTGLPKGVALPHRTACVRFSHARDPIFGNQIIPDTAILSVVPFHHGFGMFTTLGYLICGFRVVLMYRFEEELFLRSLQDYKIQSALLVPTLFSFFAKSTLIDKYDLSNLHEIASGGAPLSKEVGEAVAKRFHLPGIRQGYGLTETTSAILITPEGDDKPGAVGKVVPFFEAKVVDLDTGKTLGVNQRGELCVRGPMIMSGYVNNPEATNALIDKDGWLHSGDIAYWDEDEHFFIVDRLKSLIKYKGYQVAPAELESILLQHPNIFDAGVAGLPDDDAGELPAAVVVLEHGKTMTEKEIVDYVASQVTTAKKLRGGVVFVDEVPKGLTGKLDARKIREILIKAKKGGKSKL
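Purified P. pyralis luciferase (10nM final) in 50mM Tris acetate pH 7.5, 10mM Mg acetate, 0.01% Tween-20, 0.05% BSA with 10uM D-luciferin and 10uM ATP. Compounds titrated qHTS. Luminescence imaged on CCD.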
HEK cytotox: kills HEK 293 cells | HEK 293 viability, ATP luminescence (CellTiter-Glo), 48-72 h | Potency, µM (series often up to 115 µM), without a hit: at the highest dose activity change, negative = cytotoxicity, actives largely listed as inhibitors | 94,000 compounds, 6.6% hits | AID 1345083; also: potency is read from the fitted curve at half-maximal effect; nearly all actives have a fitted effect of over 60% in size
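250 HEK 293 cells/well; compound by pintool; incubated 48 or 72 hr at 37 degree Celsius; CellTiter-Glo added, 10 min RT, luminescence imaged.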
3T3 cytotox: NIH 3T3 cell cytotoxicity | NIH 3T3 viability, CellTiter-Glo ATP luminescence, 48-72 h | Potency, µM (top dose mostly 96.7 µM), for inactives: at the top dose activity change, negative = cytotoxicity, most hits filed as inhibitors | 94,000 compounds, 4.3% hits | AID 1345082; also: potency is read from the fitted curve at half-maximal effect; nearly all actives have a fitted effect of over 55% in size
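Cells were seeded at 400 per well, treated with pin-transferred compound, and kept 48 or 72 hr at 37 °C before CellTiter-Glo addition and luminescence imaging of cellular ATP.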
SNCA expr inh: inhibitors of alpha-synuclein (SNCA) gene expression; HEK-293 SNCA-luciferase knock-in, luminescence, 24 h; Potency, µM (top dose mostly 57.2 µM), for inactives: at the highest dose activity change, negative = inhibition, actives largely listed as inhibitors; 140,000 compounds, 0.17% hits;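 also: potency is read from the fitted curve at half-maximal effect; plate controls were DMSO cells for no effect and cell-free wells for full effect; nearly all actives have a fitted effect of over 45% in size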
GPT2 inhibitor: GPT2 alanine aminotransferase inhibition | Potency, µM (doses to about 57.7 µM), without a hit: at the top dose activity change, negative = inhibition, most hits filed as inhibitors | Q8TD30 | Recombinant GPT2, coupled pyruvate oxidase/HRP Amplex Red fluorescence | 100,000 compounds, 0.25% hits; also: potency is read from the fitted curve at half-maximal effect; nearly all actives have a fitted effect of over 60% in size; many of its hits are not listed in these tables
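Fluorescence read-out: pyruvate from GPT2 turnover coupled to pyruvate oxidase, HRP and Amplex Red (0.2mM ThPP, 0.2U/mL PO and HRP, 50uM Amplex final). Substrates 250uM a-KG, 2mM L-alanine; enzyme 10ng/uL; 30 min RT.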
IP6K1 inhibitor: blocks human inositol hexakisphosphate kinase 1 | IP6K1 kinase, ADP-Glo luminescence, 2 h; hits give low values | activity change, % (series mostly up to about 58 µM) | 140,000 compounds, 0.81% hits; in the data active = activity change below about -25%
Target sequence (Q92551 whole entry, looked up): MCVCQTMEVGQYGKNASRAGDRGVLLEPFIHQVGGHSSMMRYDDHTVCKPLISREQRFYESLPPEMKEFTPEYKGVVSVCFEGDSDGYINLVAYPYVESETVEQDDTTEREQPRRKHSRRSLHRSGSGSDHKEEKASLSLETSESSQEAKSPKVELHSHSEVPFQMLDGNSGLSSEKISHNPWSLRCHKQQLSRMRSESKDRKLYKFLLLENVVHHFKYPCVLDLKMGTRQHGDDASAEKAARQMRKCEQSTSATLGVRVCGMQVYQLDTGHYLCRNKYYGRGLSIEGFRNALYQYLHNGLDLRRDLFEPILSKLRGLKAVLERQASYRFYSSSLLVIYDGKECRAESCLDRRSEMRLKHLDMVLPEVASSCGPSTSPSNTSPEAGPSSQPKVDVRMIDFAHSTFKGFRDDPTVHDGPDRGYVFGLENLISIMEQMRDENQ
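ADP-Glo luminescence measures ADP made by human IP6K1 during a 2 h RT reaction with ATP/IP6 (mix at 1.3 mM/130 uM); top library doses 57.5 and 19.1 uM final.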
The depositor's hits bear a star; i = inactive; ? = inconclusive; / = no result given; & = joins results of further samples; [ ] = another dose, or the depositor's remark. Unless noted, calls follow the shape of the dose curve; as a rule, active = well fitted curve in the direction sought with a large enough effect; inconclusive = small, poorly fitted or top-dose-only effect, or another doubt; inactive = no such curve, though single readings can be large; an effect the other way counts as inactive or inconclusive. Unless noted, % is scaled to controls: 0 for no effect and ±100 for the full control effect. Not all compounds are listed, so the mix of outcomes need not match the whole.

SMILES	SNCA viab count	FLuc inh	HEK cytotox	3T3 cytotox	SNCA expr inh	GPT2 inhibitor	IP6K1 inhibitor
CCNC(=O)O[C@@H]1CO[C@H]2[C@@H]1OC[C@@H]2NC(=O)c1ccccn1	5%[87.6 µM]	0%[172 µM]	i	3%[174 µM]	?	i	-14
OCc1cc(CC2(NCc3cc4ccccc4o3)COC2)no1	1%[87.6 µM]	-3%[172 µM]	1%[172 µM]	-9%[174 µM]	-3%[87.6 µM]	-3%[88.5 µM]	3
CNC(=O)[C@H]1C[C@H](Oc2cccnc2)CN1C(=O)Cc1cccc(C)c1	4%	1%	-2%	-10%	1%	i	8
CCOC(=O)C1=CN(CC(=O)Nc2ccc(C)cc2C)S(=O)(=O)N=C1C	-3%	-7%	-16%	-26%	?	i	-10
COc1ccc(OC)c(S(=O)(=O)NCC(c2cccs2)S(=O)(=O)c2ccc(F)cc2)c1 (centres undefined)	9%	/	/	/	-22%	/	33
Cc1ncoc1C(=O)N1CCC(N2CC(OCC3CC3)C23CCOCC3)CC1 (centres undefined)	1%	7%	5%	i	-4%	i	-1
COc1cc([C@@H]2c3cc4c(cc3[C@@H](O[C@@H]3O[C@@H]5CO[C@@H](C)O[C@@H]5[C@H](O)[C@@H]3O)[C@H]3COC(=O)[C@H]23)OCO4)cc(OC)c1O	?	/	/	/	?	-54%	/
CN1C(=O)CC(=O)N(C)c2cc(S(=O)(=O)N(C)Cc3ccccc3)ccc21	-5%	/	/	/	-6%	/	-22
Cc1ccc(NC(=O)c2cc(S(=O)(=O)N3CCc4ccccc43)cn2C)c(Cl)c1	12%	/	/	/	-19%	/	9
CC(=O)OC(C)OC(=O)C(C)c1ccc(-c2ccccc2)c(F)c1 (centres undefined)	-21%[23.9 µM]	/	/	/	-37%[25.6 µM]	-9%	9
COc1cc(Cl)c(C)cc1NC(=O)Cn1cccc1-c1nc(-c2ccc3c(c2)OCO3)no1	1%	-8%	-20%	-16%	4%	i	-9
C[S+](=O)([O-])c1ccc(CC(=O)N2CC(CNC(=O)C3CC3)C3(C2)CN(c2ccccc2)C3)cc1 (centres undefined)	7%	-8%	-2%	?	-13%	i	-8
Cn1nnnc1C1CCCN(C(=O)Cc2ccccc2)C1 (centres undefined)	6%	0%	i	i	17%	i	-9
CCc1ccccc1OCCN(C)Cc1ncc[nH]1	-4%	0%	-16%	-17%	-1%	i	3
Cc1cccc(CCNc2ncnc3onc(-c4ccc(Cl)cc4)c23)c1	-2%	/	/	/	19%	/	-11
CCOC(=O)OC(C)OC(=O)[C@@H]1N2C(=O)[C@@H](NC(=O)[C@H](N)c3ccccc3)[C@H]2SC1(C)C (some centres undefined)	-19%[23.9 µM]	/	/	/	-22%[25.6 µM]	i	-5
Cc1noc(C)c1Cc1ccc(C(=O)N2CCC(C)(c3noc(-c4cccnc4)n3)CC2)o1	-8%	7%	?	32µM*	-15%	i	3
Cn1cnc(S(=O)(=O)N2CCC(Cc3nncn3CC3CC3)CC2)c1	-1%	1%	i	i	-15%	i	0
COCCNC(=O)[C@@H]1C[C@H](Oc2ccccc2)CN1C(=O)CC1CCCCC1	0%	4%	4%	-15%	16%	0%	4
Cc1ccc(C(=O)Nc2cc(-c3ccccn3)nn2-c2ccccc2)cc1	-20%	/	?	-34%	27%	-3%	5
COc1ccc(Nc2ccnc(N3CCN(C(=O)c4cccc(Cl)c4)CC3)n2)cc1	?	/	28µM*	28µM*	?	-8%	0
CCN1c2cc(C(=O)Nc3ccc(OC)cc3OC)ccc2C(=O)N2CCCC21 (centres undefined)	-17%[12.5 µM]	-7%	?	-25%	35%[activator]	3%	20
COCCN1C(=O)c2cccn2CC1CNS(=O)(=O)c1ccc2c(c1)C(C)(C)C(=O)N2 (centres undefined)	4%	2%	i	i	-17%	i	3
O=C(c1n[nH]c2ccccc12)N1CCc2nn(Cc3ccccc3)c(=O)n2CC1	5%	-5%	?	?	-29%	i	-6
COc1ccc(C(=O)N2CCC3(CC2)COc2ccccc2C(=O)N3)cc1	0%	3%	-4%	-3%	-4%	0%	23
CC(=O)N1CCN(c2ccc(OCc3nn(C)c(C)c3-c3cccc4c(CCCOc5cc(C)c(Cl)c(C)c5)c(C(=O)O)n(Cc5cccnc5)c34)cc2)CC1	-13%	/	/	/	-26%	i	/
CCNC(=O)N[C@H]1CC[C@]2(C)CC[C@@H](C(C)C(=O)NC3CCCCC3)[C@H](O)[C@H]2[C@@H]1C (some centres undefined)	2%[87.6 µM]	-7%[172 µM]	-8%[172 µM]	-30%[174 µM]	24%[87.6 µM]	1%[88.5 µM]	-1
COc1cccc(CN(C)C2CCc3nn(C)c(=O)n3CC2)n1 (centres undefined)	-12%	5%	i	3%	-32%	i	7
Cc1ccc(S(=O)(=O)C(CNC(=O)COc2ccccc2)c2ccco2)cc1 (centres undefined)	6%	/	/	/	1%	/	4
COc1cc(C2c3cc4c(c(O)c3CC(CO)C2C(=O)O)OCO4)cc(OC)c1O (centres undefined)	-27%[23.9 µM]	/	/	/	/	?	-1
O=C(NC1CCN(c2cc(-c3ccccc3)[nH]n2)CC1)c1ccoc1	1%	-16%	?	-20%	39%[activator]	i	38
O=C(c1n[nH]c2ccccc12)N1CCC(Cc2nc(-c3ccccc3)n[nH]2)CC1	-3%	6%	?	?	-25%	2%	16
COCCNC(=O)CNC(=O)c1cccc(-c2ccc(C(F)(F)F)cc2)c1	2%[12.5 µM]	/	?	?	15%	i	2
Cc1ccccc1C(=O)NCCNC(=O)c1ccc(-c2cncnc2)cc1	/	/	-1%	-8%	/	/	-8
O=C(NCc1ccccn1)c1nc2sccn2c1-c1cccnc1	6%[87.6 µM]	/	i	-8%[138 µM]	-5%[87.6 µM]	2%[88.5 µM]	6
Cc1cc2ccccc2n1-c1ccc(C(=O)N2CCC(C(=O)NCc3ccc(F)cc3)CC2)s1	-16%	/	/	/	?	/	6
CCCCSCCCNC(=O)c1cn(C)c2ccc(S(=O)(=O)N3CCCCC3)cc2c1=O	-1%	/	/	/	103%[activator]	/	-2
N#Cc1ccccc1N1CCN(C(=O)CCc2ccc(F)c(F)c2)CC1=O	0%	1%	-4%	-22%	24%	-18%[11.5 µM]	-6
CCCC(=O)Nc1cc(-c2cccnc2)nn1-c1ccccc1	0%[87.6 µM]	/	-5%[172 µM]	-2%[138 µM]	-8%[87.6 µM]	-6%[88.5 µM]	-4
Cc1cnn(CC(=O)N2C[C@@H](COCC3CC3)[C@H](c3ccncc3)C2)c1	-2%	-6%	-37%	-24%	6%	0%	-5
Cc1ccc(CCNC(=O)c2cc3cc4cc(C)ccc4nc3s2)cc1	13%	/	/	/	60%[activator]	/	6
CCOc1ccc2oc(=O)cc(CN3CCN(c4ccc(Cl)cc4)CC3)c2c1	7%	/	/	/	2%	/	-2
CC1=C[C@@H](CNC(=O)CC2(CC(=O)O)CCCC2)[C@H](C(C)C)C[C@H]1Cc1nc2ccncc2[nH]1	4%	0%	i	-8%	10%	-10%	-10
COCCC(=O)N1CCC(N2CCCC(C(=O)NCc3ccccn3)C2)CC1 (centres undefined)	3%	-4%	i	i	1%	-3%	15
CC(C)NC(=O)N1CCN(C(=O)c2cccs2)[C@@H](C(=O)N[C@H](Cc2c[nH]c3ccccc23)C(N)=O)C1	0%	-4%	i	-5%	-7%	0%	-3
COc1ccccc1CN(C)C1CCCc2ccccc21 (centres undefined)	-7%[87.6 µM]	-7%[172 µM]	?	?	?	i	2
Cc1nn(C(C)C)c(C)c1CN1CC[C@@H](c2ccc3c(c2)OCO3)[C@H](O)C1	0%	-1%	-2%	1%	32%	-10%	7
O=C(Cc1ccc(N(Cc2ccccc2)C(=O)c2ccco2)cc1)NCCc1ccccc1	?	-8%	50µM*	?	27%	i	-11
COc1ccccc1-c1nc2c3c(-c4ccccc4)c(-c4ccccc4)oc3ncn2n1	-4%	/	/	/	74%[activator]	/	38
COc1ccc(C(=O)N2C[C@@H](C(N)=O)[C@H](c3n[nH]c(C)n3)C2)c(OC)n1	-14%	-10%	-25%	i	-30%	i	6
COc1ccc(CCn2c3c(c(=O)[nH]c2=O)C(NC(=O)c2ccccc2OC)(C(F)(F)F)C(=O)N3)cc1OC (centres undefined)	6%	/	/	/	-3%	/	-1
Cn1nccc1C(=O)N1CCCCCCNC(=O)[C@@H]2CCC[C@@H]21	2%	1%	i	-4%	-5%	-12%	13
O=C(O)c1ccc(-c2nc3ncccc3[nH]2)cc1	13%&-4%[87.6 µM]	-15%[172 µM]	-3%[172 µM]	-10%[138 µM]	-10%&-11%[87.6 µM]	0%[88.5 µM]	7&-5
COc1ccc(OCc2nc3c4c(-c5ccc(OC)cc5)c(-c5ccc(OC)cc5)oc4ncn3n2)cc1	8%	/	/	/	?	/	12
O=[S+]1([O-])NC2(CCCN(Cc3ccc(C(F)(F)F)cc3)C2)COc2ccccc21 (centres undefined)	-3%	/	?	?	-2%	-8%	-5
COc1ccccc1Nc1nn2c(=O)c3ccc(C(=O)NC4CCCCC4)cc3nc2s1	-6%	/	/	/	-5%	/	-11
CN(C)c1ccc(C(CNS(=O)(=O)c2ccc(F)cc2)N2CCOCC2)cc1 (centres undefined)	0%	/	/	/	24%	/	8
CC(=O)O[C@@]1(C)C[C@@H](O)[C@]2(O)C=CO[C@@H](O[C@@H]3O[C@H](CO)[C@@H](O)[C@H](O)[C@H]3O)[C@@H]21	-4%[23.9 µM]	/	/	/	/	?	10
Cc1nnc(SCc2ccccc2Cl)c2cc3occc3n12	0%	/	/	/	377%[activator]	/	17
COCCNC(=O)CCc1c(C)nn(-c2ccc(F)cc2)c1Oc1ccccc1C	4%	1%	?	-27%	-28%	1%	-2
O=C(NCc1cccs1)c1ccc2c(=O)n3nc(Nc4ccccc4)sc3nc2c1	-4%	/	/	/	?	/	23

Complete entries, quoted from the list. Order of values: SNCA viab count, FLuc inh, HEK cytotox, 3T3 cytotox, SNCA expr inh, GPT2 inhibitor, IP6K1 inhibitor
O=C(Cc1ccc(N(Cc2ccccc2)C(=O)c2ccco2)cc1)NCCc1ccccc1 is listed with ?, -8%, 50µM*, ?, 27%, i, -11
O=C(NCc1cccs1)c1ccc2c(=O)n3nc(Nc4ccccc4)sc3nc2c1 is listed with -4%, /, /, /, ?, /, 23
COc1ccccc1Nc1nn2c(=O)c3ccc(C(=O)NC4CCCCC4)cc3nc2s1 is listed with -6%, /, /, /, -5%, /, -11
CC(C)NC(=O)N1CCN(C(=O)c2cccs2)[C@@H](C(=O)N[C@H](Cc2c[nH]c3ccccc23)C(N)=O)C1 is listed with 0%, -4%, i, -5%, -7%, 0%, -3
O=[S+]1([O-])NC2(CCCN(Cc3ccc(C(F)(F)F)cc3)C2)COc2ccccc21 (centres undefined) is listed with -3%, /, ?, ?, -2%, -8%, -5
